Bcl-B Bim block = inhibitors of Bim-Bcl-B binding, primary screen, biochemical, multiplexed, human Bcl-2 family; Bcl-2-like protein 10 (Homo sapiens), Q9HD36; inhibition, % at 10 µM; bead-based flow cytometry, Bim peptide-Bcl-B binding; hit rate 0.073% among 190,000;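 note: 0% = tracer peptide without compound and 100% = reference inhibitor peptide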
Target sequence (Q9HD36 whole entry, looked up): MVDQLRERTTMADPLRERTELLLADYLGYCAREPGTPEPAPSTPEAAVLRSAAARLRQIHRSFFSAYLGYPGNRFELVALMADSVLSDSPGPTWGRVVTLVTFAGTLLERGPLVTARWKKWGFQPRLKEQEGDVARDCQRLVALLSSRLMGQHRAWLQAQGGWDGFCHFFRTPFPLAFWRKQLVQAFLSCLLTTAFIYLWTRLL
RGS4-Gao reg = modulators of RGS4 binding to Galphao, primary screen, biochemical, multiplexed bead flow cytometry; actives lie on both sides; binding response (% of control), % at 10 µM; hit rate 0.33% among 220,000; AID 1415, 2008; in the data active = binding response below about 49% or above about 150%; inactive = in between;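 note: fluorescent Galphao activated with aluminum fluoride binding bead-coupled RGS4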
Bim-Bcl-2 = inhibitors of Bim-Bcl-2 binding, primary screen, biochemical, multiplexed, human Bcl-2 family | hit rate 0.06% among 190,000 | inhibition, % at 10 µM | AID 950, 2007 | Bead-based flow cytometry, Bim peptide-Bcl-2 binding; in the data active = inhibition above about 40%;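 note: 0% = no compound wells with probe peptide and 100% = reference peptide inhibitor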
RGS7-Gao reg = RGS7-Galphao binding modulators, primary screen, biochemical, multiplexed bead flow cytometry; Guanine nucleotide-binding protein G(o) subunit alpha (Homo sapiens), P09471; actives lie on both sides; binding response (% of control), % at 10 µM; hit rate 0.35% among 220,000; AID 1439, 2008; in the data active = binding response below about 49% or above about 150%;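 note: fluorescent Galphao held in activated GDP-AlF4 state binding bead-coupled RGS7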
Mcl1-Bid inh = Mcl-1/Bid binding inhibitors, primary screen, biochemical, TR-FRET, 1536-well; inhibition, % at 21.7 µM; TR-FRET Mcl-1/Bid-Dy647 peptide binding; Induced myeloid leukemia cell differentiation protein Mcl-1 (Homo sapiens), Q07820; AID 1021, 2008; hit rate 0.97% among 220,000;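 active = compounds that cut the binding signal by more than half at the single screening dose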;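 note: His-tagged Mcl-1 with europium anti-His antibody binding Bid BH3 peptide; 0% = Mcl-1 plus peptide wells and 100% = peptide-only wells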
Target sequence (Q07820 whole entry, looked up): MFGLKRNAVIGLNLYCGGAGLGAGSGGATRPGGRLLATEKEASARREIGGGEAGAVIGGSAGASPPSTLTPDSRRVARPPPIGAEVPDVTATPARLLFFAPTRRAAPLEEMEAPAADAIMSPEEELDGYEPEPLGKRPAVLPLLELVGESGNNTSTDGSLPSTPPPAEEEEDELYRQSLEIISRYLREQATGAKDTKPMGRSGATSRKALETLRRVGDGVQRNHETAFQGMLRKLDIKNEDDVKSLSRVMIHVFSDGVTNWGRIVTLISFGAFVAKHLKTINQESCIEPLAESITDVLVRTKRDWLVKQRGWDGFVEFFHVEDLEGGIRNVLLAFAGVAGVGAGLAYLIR
Bcl-XL Bim block = inhibitors of Bim-Bcl-XL binding, primary screen, biochemical, multiplexed, bead flow cytometry, human Bcl-XL | Bcl-2-like protein 1 (Homo sapiens), Q07817 | Bim peptide-Bcl-XL binding, fluorescence | inhibition, % at 10 µM | hit rate 0.04% among 190,000 | AID 1007, 2008
Target sequence (Q07817 whole entry, looked up): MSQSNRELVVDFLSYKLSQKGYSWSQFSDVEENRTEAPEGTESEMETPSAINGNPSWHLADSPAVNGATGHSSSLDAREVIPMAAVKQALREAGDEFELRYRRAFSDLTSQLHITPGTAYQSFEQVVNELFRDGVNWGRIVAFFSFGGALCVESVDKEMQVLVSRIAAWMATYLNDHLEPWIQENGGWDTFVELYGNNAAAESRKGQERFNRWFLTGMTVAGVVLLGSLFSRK
RGS8-Gao = RGS8-Galphao binding modulators, primary screen, biochemical, multiplexed bead flow cytometry; Guanine nucleotide-binding protein G(o) subunit alpha (Homo sapiens), P09471; actives lie on both sides; response (percent of control binding), % at 10 µM; hit rate 0.34% among 220,000; AID 1423, 2008; in the data active = response below about 60% or above about 140%; inactive = in between;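 note: Galphao activated as the GDP aluminium fluoride complex binding bead-coupled RGS8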
Bim-Bcl-W = inhibitors of Bim binding to Bcl-W, primary screen, biochemical, multiplexed, bead-based flow cytometry. Bcl-2-like protein 2 (Homo sapiens), Q92843. Bim peptide-Bcl-W binding. inhibition, % at 10 µM. hit rate 0.02% among 190,000;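 note: 0% = bound tracer without compound and 100% = peptide blocker; higher means less fluorescent Bim peptide bound to Bcl-W beads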
Target sequence (Q92843 whole entry, looked up): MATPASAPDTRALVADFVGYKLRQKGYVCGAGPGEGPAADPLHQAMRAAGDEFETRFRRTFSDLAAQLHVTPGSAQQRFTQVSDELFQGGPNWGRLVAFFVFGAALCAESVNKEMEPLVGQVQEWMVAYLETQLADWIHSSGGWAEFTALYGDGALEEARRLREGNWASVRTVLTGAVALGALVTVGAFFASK
Bfl-1 Bim block = inhibitors of Bim binding to Bfl-1, primary screen, biochemical, multiplexed, bead-based flow cytometry | Bcl-2-related protein A1 (Homo sapiens), Q16548 | Bim-Bfl-1 binding inhibition | inhibition, % at 10 µM | hit rate 0.12% among 190,000 | AID 1008, 2008;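 note: 0% = wells without compound plus tracer and 100% = blocker peptide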
Mcl-1 Bim block = inhibitors of Bim peptide binding to Mcl-1, primary screen, biochemical, bead-based flow cytometry, multiplex | Bim peptide-Mcl-1 binding | hit rate 0.1% among 190,000 | inhibition, % at 10 µM;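 note: 0% = no compound tracer wells and 100% = peptide blocker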
GSH fluor = compound fluorescence on glutathione beads, profiling panel, artefact control, biophysical, 488/530 nm, flow cytometry. GSH beads flow cytometry, compound fluorescence 488/530 nm; stronger effect = higher value. fluorescence (KMESF) at 10 µM. hit rate 0.25% among 190,000; in the data active = fluorescence above about 89;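 note: glutathione beads carrying GST-tagged Bcl family fusion proteins plus one bare bead set; values are compound well signal with DMSO vehicle wells as background; inactives centre near 16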
* marks the source's active call; other numbers are inactive results. Cut-off read from the data, not from the text of the source, unless noted: active = inhibition above about 40%.

Start of the data: the first 2 compounds as a preview:
For CCn1cc(C(=O)NCc2ccccn2)c(=O)c2cc(S(=O)(=O)N3CCCCC3)ccc21 the results were Bcl-B Bim block -4, RGS4-Gao reg 100, Bim-Bcl-2 -2, RGS7-Gao reg 102, Mcl1-Bid inh 7, Bcl-XL Bim block -9, RGS8-Gao 98, Bim-Bcl-W -5, Bfl-1 Bim block -5, Mcl-1 Bim block -8 and GSH fluor 31.
For COc1cccc(CNn2cnnc2)c1OCc1ccccc1F the results were Bcl-B Bim block -7, RGS4-Gao reg 98, Bim-Bcl-2 -12, RGS7-Gao reg 95, Mcl1-Bid inh -31, Bcl-XL Bim block -1, RGS8-Gao 96, Bim-Bcl-W -1, Bfl-1 Bim block -14, Mcl-1 Bim block -2 and GSH fluor 24.

The whole of this part, previewed entries included:
For CCn1cc(C(=O)NCc2ccccn2)c(=O)c2cc(S(=O)(=O)N3CCCCC3)ccc21 the results were Bcl-B Bim block -4, RGS4-Gao reg 100, Bim-Bcl-2 -2, RGS7-Gao reg 102, Mcl1-Bid inh 7, Bcl-XL Bim block -9, RGS8-Gao 98, Bim-Bcl-W -5, Bfl-1 Bim block -5, Mcl-1 Bim block -8 and GSH fluor 31.
For COc1cccc(CNn2cnnc2)c1OCc1ccccc1F the results were Bcl-B Bim block -7, RGS4-Gao reg 98, Bim-Bcl-2 -12, RGS7-Gao reg 95, Mcl1-Bid inh -31, Bcl-XL Bim block -1, RGS8-Gao 96, Bim-Bcl-W -1, Bfl-1 Bim block -14, Mcl-1 Bim block -2 and GSH fluor 24.
For CCCCCCCCCCOC(=O)C[N+](C)(C)C/C=C(/C)Cl the results were Bcl-B Bim block -9, RGS4-Gao reg 103, Bim-Bcl-2 -5, RGS7-Gao reg 101, Mcl1-Bid inh -17, Bcl-XL Bim block -6, RGS8-Gao 103, Bim-Bcl-W -1, Bfl-1 Bim block -15, Mcl-1 Bim block -1 and GSH fluor 10.
`CCC1CC(/C(C)=N/NC(N)=O)OC1=O` (configuration not stated) gave Bcl-B Bim block -5, RGS4-Gao reg 101, Bim-Bcl-2 -3, RGS7-Gao reg 102, Mcl1-Bid inh 9, Bcl-XL Bim block -1, RGS8-Gao 101, Bim-Bcl-W 0, Bfl-1 Bim block -2, Mcl-1 Bim block -1 and GSH fluor 15.
O=C(COC(=O)c1cccnc1Cl)NCc1ccc2c(c1)OCO2 was read as Bcl-B Bim block -10, RGS4-Gao reg 102, Bim-Bcl-2 -9, RGS7-Gao reg 105, Mcl1-Bid inh -2, Bcl-XL Bim block -6, RGS8-Gao 102, Bim-Bcl-W -4, Bfl-1 Bim block -18, Mcl-1 Bim block -5 and GSH fluor 17.
Screening Cc1[nH]n(-c2ccccc2)c(=O)c1Sc1ccc(Cl)cc1 returned Bcl-B Bim block -8, RGS4-Gao reg 102, Bim-Bcl-2 -7, RGS7-Gao reg 101, Mcl1-Bid inh 24, Bcl-XL Bim block -6, RGS8-Gao 101, Bim-Bcl-W 0, Bfl-1 Bim block -19, Mcl-1 Bim block -3 and GSH fluor 34.
`CN(C)S(=O)(=O)c1ccc(C(=O)NCC2(N3CCCCC3)CCCCC2)cc1` gave Bcl-B Bim block -2, RGS4-Gao reg 93, Bim-Bcl-2 -2, RGS7-Gao reg 95, Mcl1-Bid inh -10, Bcl-XL Bim block -2, RGS8-Gao 96, Bim-Bcl-W -3, Bfl-1 Bim block -9, Mcl-1 Bim block -1 and GSH fluor 14.
CCCCNC(=O)c1nn2cc(Br)cnc2c1Br was read as Bcl-B Bim block -5, RGS4-Gao reg 103, Bim-Bcl-2 0, RGS7-Gao reg 105, Mcl1-Bid inh -5, Bcl-XL Bim block -1, RGS8-Gao 103, Bim-Bcl-W -2, Bfl-1 Bim block -2, Mcl-1 Bim block -1 and GSH fluor 12.
Screening O=C(Nc1nncs1)c1cccnc1Cl returned Bcl-B Bim block -2, RGS4-Gao reg 99, Bim-Bcl-2 1, RGS7-Gao reg 100, Mcl1-Bid inh 2, Bcl-XL Bim block -1, RGS8-Gao 97, Bim-Bcl-W -1, Bfl-1 Bim block -1, Mcl-1 Bim block -1 and GSH fluor 11.
Screening COC(=O)c1cccc(NC(=S)NCc2ccco2)c1 returned Bcl-B Bim block -4, RGS4-Gao reg 99, Bim-Bcl-2 -4, RGS7-Gao reg 96, Mcl1-Bid inh -95, Bcl-XL Bim block -2, RGS8-Gao 102, Bim-Bcl-W -1, Bfl-1 Bim block -5, Mcl-1 Bim block 0 and GSH fluor 11.
`CCOc1ccc(NC(=S)N(CCCN2CCOCC2)Cc2cn(C)c3ccccc23)cc1` gave Bcl-B Bim block -5, RGS4-Gao reg 103, Bim-Bcl-2 -5, RGS7-Gao reg 102, Mcl1-Bid inh -29, Bcl-XL Bim block -7, RGS8-Gao 103, Bim-Bcl-W -3, Bfl-1 Bim block -11, Mcl-1 Bim block -1 and GSH fluor 15.
Screening Cc1c(NC(=O)C2CC(c3ccc(F)cc3)=NO2)c(=O)n(-c2ccccc2)n1C (configuration not stated) returned Bcl-B Bim block -2, RGS4-Gao reg 104, Bim-Bcl-2 0, RGS7-Gao reg 97, Mcl1-Bid inh -13, Bcl-XL Bim block 1, RGS8-Gao 102, Bim-Bcl-W 3, Bfl-1 Bim block -8, Mcl-1 Bim block 2 and GSH fluor 21.
Cn1c(NC(=O)Cc2cccs2)cc(=O)n(C)c1=O was read as Bcl-B Bim block -8, RGS4-Gao reg 100, Bim-Bcl-2 -6, RGS7-Gao reg 101, Mcl1-Bid inh -17, Bcl-XL Bim block -4, RGS8-Gao 100, Bim-Bcl-W 0, Bfl-1 Bim block -12, Mcl-1 Bim block 0 and GSH fluor 25.
For COc1ccc(OC)c(C(=O)c2ccc(C(=O)O)cc2)c1 the results were Bcl-B Bim block -2, RGS4-Gao reg 107, Bim-Bcl-2 1, RGS7-Gao reg 105, Mcl1-Bid inh 24, Bcl-XL Bim block -13, RGS8-Gao 100, Bim-Bcl-W 0, Bfl-1 Bim block -1, Mcl-1 Bim block -4 and GSH fluor 40.
For CC1CCN(C2(O)C(=O)Nc3ccc(Br)cc32)CC1 (configuration not stated) the results were Bcl-B Bim block 57*, RGS4-Gao reg 113, Bim-Bcl-2 47*, RGS7-Gao reg 108, Mcl1-Bid inh -16, Bcl-XL Bim block 63*, RGS8-Gao 105, Bim-Bcl-W 17, Bfl-1 Bim block 6, Mcl-1 Bim block 93* and GSH fluor 3.
For COC(=O)c1ccc2c(=O)n(CCN3CCOCC3)c(SCC(=O)C(C)(C)C)nc2c1 the results were Bcl-B Bim block -3, RGS4-Gao reg 102, Bim-Bcl-2 -3, RGS7-Gao reg 95, Mcl1-Bid inh 6, Bcl-XL Bim block -2, RGS8-Gao 101, Bim-Bcl-W -2, Bfl-1 Bim block 0, Mcl-1 Bim block -2 and GSH fluor 17.
For Cc1ccc(C(=O)CSc2n[nH]c(-c3ccco3)n2)cc1C the results were Bcl-B Bim block -5, RGS4-Gao reg 106, Bim-Bcl-2 -5, RGS7-Gao reg 100, Mcl1-Bid inh -11, Bcl-XL Bim block 7, RGS8-Gao 105, Bim-Bcl-W 1, Bfl-1 Bim block -7, Mcl-1 Bim block 2 and GSH fluor 28.
For CCCCNC(=O)c1ccccc1Cl the results were Bcl-B Bim block -4, RGS4-Gao reg 101, Bim-Bcl-2 0, RGS7-Gao reg 100, Mcl1-Bid inh -3, Bcl-XL Bim block 0, RGS8-Gao 102, Bim-Bcl-W 0, Bfl-1 Bim block -3, Mcl-1 Bim block -1 and GSH fluor 15.
For O=C(Cn1nnc(-c2ccc(OCc3ccccc3F)cc2)n1)N1CCOCC1 the results were Bcl-B Bim block -9, RGS4-Gao reg 107, Bim-Bcl-2 -2, RGS7-Gao reg 103, Mcl1-Bid inh 1, Bcl-XL Bim block -9, RGS8-Gao 104, Bim-Bcl-W -2, Bfl-1 Bim block -3, Mcl-1 Bim block -7 and GSH fluor 38.
`Cn1cc(CN2CCN(c3ccc(Cl)cn3)CC2)c(-c2ccccc2F)n1` gave Bcl-B Bim block -4, RGS4-Gao reg 95, Bim-Bcl-2 -6, RGS7-Gao reg 99, Mcl1-Bid inh -22, Bcl-XL Bim block -3, RGS8-Gao 100, Bim-Bcl-W -2, Bfl-1 Bim block 0, Mcl-1 Bim block -8 and GSH fluor 13.
`Fc1ccc(NC(=S)N/N=C/c2ccc(F)c(F)c2)c(F)c1` gave Bcl-B Bim block -2, RGS4-Gao reg 99, Bim-Bcl-2 -1, RGS7-Gao reg 100, Mcl1-Bid inh -25, Bcl-XL Bim block 0, RGS8-Gao 100, Bim-Bcl-W 2, Bfl-1 Bim block -8, Mcl-1 Bim block -2 and GSH fluor 21.
O=C(NCc1cccs1)Nc1ccc(Cl)cc1 was read as Bcl-B Bim block -1, RGS4-Gao reg 103, Bim-Bcl-2 2, RGS7-Gao reg 96, Mcl1-Bid inh -2, Bcl-XL Bim block -2, RGS8-Gao 103, Bim-Bcl-W 0, Bfl-1 Bim block 0, Mcl-1 Bim block 0 and GSH fluor 20.
Screening CC(C)CC(=O)N1CCN(c2ccc([N+](=O)[O-])cc2Cl)CC1 returned Bcl-B Bim block -6, RGS4-Gao reg 95, Bim-Bcl-2 -1, RGS7-Gao reg 98, Mcl1-Bid inh -29, Bcl-XL Bim block -5, RGS8-Gao 96, Bim-Bcl-W -3, Bfl-1 Bim block 0, Mcl-1 Bim block -4 and GSH fluor 6.
Cn1ccnc1C(=O)c1cccc([N+](=O)[O-])c1 was read as Bcl-B Bim block -1, RGS4-Gao reg 99, Bim-Bcl-2 1, RGS7-Gao reg 101, Mcl1-Bid inh -14, Bcl-XL Bim block -8, RGS8-Gao 101, Bim-Bcl-W -2, Bfl-1 Bim block -2, Mcl-1 Bim block -2 and GSH fluor 12.
Screening CC(C(=O)Nc1ccccc1Br)c1ccc([N+](=O)[O-])cc1 (configuration not stated) returned Bcl-B Bim block -4, RGS4-Gao reg 103, Bim-Bcl-2 -4, RGS7-Gao reg 101, Mcl1-Bid inh -3, Bcl-XL Bim block -1, RGS8-Gao 102, Bim-Bcl-W -1, Bfl-1 Bim block -1, Mcl-1 Bim block 3 and GSH fluor 11.
`O=C(c1ccc(S(=O)(=O)N2CCCCC2)cc1)c1nnc(-c2ccc(Cl)cc2)o1` gave Bcl-B Bim block -8, RGS4-Gao reg 78, Bim-Bcl-2 1, RGS7-Gao reg 83, Mcl1-Bid inh -3, Bcl-XL Bim block 4, RGS8-Gao 85, Bim-Bcl-W -3, Bfl-1 Bim block -3, Mcl-1 Bim block -7 and GSH fluor 29.

Source: PubChem BioAssay (several laboratories)
